TNAP activators: human TNAP enzyme activators, primary screen, biochemical, luminescent, no phosphate acceptor, uHTS (AID 1001); purified TNAP, luminescent activation assay, no phosphate acceptor; higher activation fold means a stronger effect; activation fold at 20 µM; hits with a dose series show EC50 in µM; 200,000 tested, 0.03% active; in the data active = activation fold from about 3, or a potency from the dose series; inactive = the rest, 99 in 100 with activation fold below about 1.6; note: many of its hits are not listed in these tables
PMI inhibition: MPI inhibition at elevated mannose 6-phosphate – biochemical, fluorescence intensity, high mannose 6-phosphate, primary screen (AID 1220); 190,000 tested, 0.66% active; inhibition, % at 20 µM, or IC50 in µM where a hit was titrated; recombinant PMI enzyme, coupled fluorescence intensity; higher % means a stronger effect
Myeloid diff MLP: compounds promoting myeloid differentiation; calls only at 10 µM; 360,000 tested, 1% active; ER-HoxA9 myeloid progenitors, lysozyme-GFP differentiation, flow cytometry; AID 624256;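 active = normalized GFP-positive differentiation at or above the plate's own cutoff, the solvent-only control mean plus 3 SD; inconclusive = no clear call, values can overlap the other calls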;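 note: cells exposed to compound for four days before flow analysis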
Lipid droplet: hepatic lipid droplet formation modulation | AML12 mouse hepatocytes, oleate lipid droplets, BODIPY imaging | inhibition, % at 6.5 µM | 240,000 tested, 0.4% active;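 active = lipid droplet intensity inhibited by at least 50%, with more than 500 cells counted; inconclusive = wells with under 300 cells, treated as cytotoxic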
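material = mouse AML12 hepatocyte cell line, fixed after treatment | also added = 100 µM oleic acid challenge | doses = compound at 6.5 µM only | schedule = overnight exposure | technique = Image-based BODIPY and DAPI two-channel analysis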
human PMI inhibition: MPI enzyme activity inhibition – biochemical, fluorescence intensity, coupled assay, primary screen (AID 1209). 190,000 tested, 0.42% active. purified PMI enzyme, coupled fluorescence intensity; higher % means a stronger effect. one-dose inhibition, % at 20 µM; IC50 in µM for titrated hits;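 note: plate controls were DMSO vehicle for no effect and wells lacking substrate for full effect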
UTI89 phage lysis: protection from phage-mediated lysis, alamar blue read-out – E. coli UTI89, K1F phage, bacterial capsule biogenesis inhibitors (AID 488966). E. coli UTI89 K1F phage lysis, alamar blue, 2 h; higher % means a stronger effect. inhibition, % at 100 µM; hits with a dose series show IC50 in µM. 340,000 tested, 0.02% active;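 active = phage lysis inhibition, versus mean bacterial control, above a set limit; inconclusive = no clear call, values can overlap the other calls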;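 note: capsule biogenesis inhibitors block K1F phage lysis so surviving cells raise fluorescence; higher fluorescence means more inhibition of phage lysis; actives were called in the ten point dose series up to 300 µM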
P. falciparum M1AAP: P. falciparum M1AAP inhibitors, biochemical, fluorogenic H-Leu-NHMec substrate, 1536-well (AID 1445) | recombinant M1AAP, H-Leu-NHMec fluorogenic kinetic assay; higher % means a stronger effect | one-dose inhibition, % at 30 µM; IC50 in µM for titrated hits | 220,000 tested, 0.42% active;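 active = primary inhibition above the hit cutoff, then over 50% inhibition at one or more dose response concentrations, cut at about 23% in these data, passing the limit was not always enough; inconclusive = conflicting primary data, or primary hits not chosen for dose response; inactive = low primary inhibition, or under 50% at every dose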;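 note: plate controls were DMSO full reaction for no effect and no enzyme background for full effect; strong numbers were not always called active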
WT yeast gro inh: growth inhibition of WT yeast, mitochondrial fusion screen | mitochondrial fusion phenotypic screen, WT strain | inhibition, % at 10 µM | 190,000 tested, 2.1% active | AID 1362; in the data active = inhibition above about 58%; tested in S. cerevisiae
ER stress rescue: protection against thapsigargin-triggered cell killing – 384-well, CSM14.1, ATP luminescence, primary screen (AID 1222). CSM14.1 thapsigargin-induced death rescue, ATP luminescence; higher % means a stronger effect. cellular ATP content (survival), % at 20 µM, or EC50 in µM where a hit was titrated. 190,000 tested, under 10 active;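 active = EC50 below 50 µM in the dose-response confirmation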;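 note: death triggered by thapsigargin at about 15 µM added after 2 h compound pretreatment; cell ATP read after overnight thapsigargin exposure of roughly 18 to 22 hours; normalized against plate controls of thapsigargin alone and 5% DMSO vehicle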
WT yeast gro inh mutant strain: also measured in WT yeast gro inh; calls as there; inhibition, %; mitochondrial fusion phenotypic screen, mutant strain inhibition
Lipid droplet cells 6.5 µM: second read-out of Lipid droplet, no call of its own (marks repeat the call); cell count; measured here: cell count, cytotoxicity flag;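 cells counted across two imaged fields per well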
Myeloid diff MLP GFP+ MAC1+ %: recorded beside Myeloid diff MLP, whose call it bears; GFP+ MAC1+ double positive, %; measured here: differentiation confirmed by MAC1 staining
Starred values were filed as active, the others as inactive; i = inactive; ? = inconclusive; · = not tested or not shown; + = active, no number; [ ] = remark or other dose. Cut-off read from the data, not from the text of the source, unless noted: active = inhibition above about 50%; inactive = the rest.

SMILES	TNAP activators	PMI inhibition	Myeloid diff MLP	Myeloid diff MLP GFP+ MAC1+ %	Lipid droplet	Lipid droplet cells 6.5 µM	human PMI inhibition	UTI89 phage lysis	P. falciparum M1AAP	WT yeast gro inh	WT yeast gro inh mutant strain	ER stress rescue
CC(=O)CCc1c(C)nc2ccc(C)cc2c1Cl	1.1	6.4%	i	0.7	4.2	670	-5.6%	2.9%	9.7%	4.0	-12.7	-0.4%
CCCCn1c(CCCNC(=O)CC)nc2ccccc21	1	8.8%	i	2.1	-19.6	580	4.0%	-0.2%	2.8%	-7.6	1.1	-1.5%
Cc1nn(Cc2ccccc2)c(C)c1/C=N/NC(=O)c1ccccc1O	·	·	i	0.2	-12.5	742	·	0.2%[50 µM]	7.1%	·	·	·
COc1ccc(C2CC(C(F)(F)F)n3ncc(C(=O)NCC4CCCO4)c3N2)cc1OC (stereo unspecified)	1	0.5%	i	1.2	·	·	-6.5%	1.5%	0.7%	0.9	-20.4	-2.0%
Cc1onc(-c2ccccc2)c1C(=O)c1c[nH]c(C(=O)NCCCN2CCOCC2)c1	1.1	2.1%	i	1.7	7.0	711	-5.2%	0.6%	-1.4%	-1.9	27.6	0.2%
Cc1ccc(S(=O)(=O)CCSc2nccn2C)cc1	·	·	i	0.9	7.5	726	·	0.5%	6.1%	·	·	·
Cc1ccc(S(=O)(=O)N(CC(=O)N2CCOCC2)CC(=O)N2CCOCC2)cc1	1.1	1.1%	i	0.7	4.0	775	-0.8%	0.2%	7.1%	-8.6	-11.5	0.9%
CCC(C)(C)c1ccc(OCCCC[n+]2cccc(C)c2C)c(C(C)(C)CC)c1	·	·	?	·	-103.5	525	·	-2.1%	3.7%	·	·	·
Cc1cc(N/N=C(/CCC(=O)O)C(=O)O)nc2ccccc12	1.4	-4.0%	i	0.1	-12.4	637	-8.5%	0.1%	-11.6%	4.4	-11.2	-1.8%
CC(C)CCOP(=O)(c1ccccc1)c1ccccc1	1.1	5.1%	i	0.0	12.5	705	2.2%	6.5%	1.1%	16.2	-4.5	1.4%
COCCn1c(C)cc(C(=O)COc2nc3ccccc3nc2C)c1C	1.2	8.5%	i	1.0	·	·	7.5%	7.5%	0.2%	12.4	12.2	-0.1%
O=C(NCC1CCCO1)Nc1cc(Cl)cc(Cl)c1 (stereo unspecified)	1	10.9%	i	0.2	-4.9	690	9.7%	0.0%	-2.3%	16.2	-7.4	-2.9%
CCN(CC)C(=O)NC(c1ccc(C)c(F)c1)C(Cl)(Cl)Cl (stereo unspecified)	1.1	-7.7%	i	0.5	0.8	590	3.6%	1.1%	1.9%	9.5	-1.1	3.3%
Fc1cccc(Nc2nc(-c3ccncc3)nc3ccccc23)c1	1	-11.6%	i	0.3	20.3	541	3.6%	1.6%	0.3%	45.0	1.0	-1.9%
CCCN(CC1CC1)C(=O)COC(=O)c1ccc2c(c1)C(=O)N(c1ccc(OCC)cc1)C2=O	1.1	4.4%	i	0.7	14.3	693	-1.4%	0.2%	7.2%	-11.5	-12.6	-0.7%
Cc1ccc2c(Cl)c(C(=O)N/N=C/c3cccn3C)sc2c1	0.9	4.0%	i	0.6	0.9	676	9.0%	3.5%	3.4%	4.1	7.9	1.2%
COCc1cc(C(C)=O)ccc1OCC(=O)Nc1ccc(NC(C)=O)cc1	1.1	4.3%	i	0.2	7.4	694	6.5%	0.3%	3.7%	4.2	-4.2	-1.2%
C=CCN1C=C2C(=O)C(C)(OC(=O)CCC(=O)OC)C(=O)C(Br)=C2C=C1c1ccc(OC)cc1 (stereo unspecified)	·	·	i	1.4	-4.1	722	·	1.1%	6.0%	·	·	·
CCCCC(=O)Nc1ccccc1C(=O)N1CCOCC1	1.1	-5.2%	i	1.3	-0.4	726	-9.3%	0.0%	-4.0%	-2.1	-0.2	0.8%
COC(=O)C1=C(C)N(C)C(=O)NC1c1ccc(O)c(OC)c1 (stereo unspecified)	1.1	-4.6%	i	1.8	-1.6	761	-9.7%	-1.1%	1.4%	8.4	-2.6	-1.5%
CNC(=O)CSc1nnnn1-c1ccc(C)cc1C	1	-5.1%	i	1.0	·	·	-7.9%	-0.3%	8.3%	-12.7	-19.6	-0.3%
CC1(C)CC(=O)C/C(=N\NC(=O)c2cccs2)C1	1.1	9.9%	i	0.2	15.6	663	-4.7%	-1.5%	3.0%	21.7	9.4	-0.7%
CN(CCOc1ccccc1)CC(=O)Nc1ccc(Cl)c(S(=O)(=O)N(C)C)c1	1.1	7.8%	i	0.3	-4.4	674	3.2%	0.0%	3.3%	-16.2	17.9	0.9%
O=C(NC1CCS(=O)(=O)C1)C1CCCCN1S(=O)(=O)c1ccc(Cl)cc1 (stereo unspecified)	1.2	1.4%	i	1.2	·	·	-3.3%	1.6%	1.9%	5.3	3.9	-1.3%
CNC(=S)N/N=C(\C)c1ccc(C)c(C)c1	1.1	-6.4%	i	0.9	-17.3	692	-3.5%	1.3%[50 µM]	1.5%	31.2	31.6	-1.8%

Taken from the listing, 2 compounds:
SMILES	TNAP activators	PMI inhibition	Myeloid diff MLP	Myeloid diff MLP GFP+ MAC1+ %	Lipid droplet	Lipid droplet cells 6.5 µM	human PMI inhibition	UTI89 phage lysis	P. falciparum M1AAP	WT yeast gro inh	WT yeast gro inh mutant strain	ER stress rescue
CC(=O)CCc1c(C)nc2ccc(C)cc2c1Cl	1.1	6.4%	i	0.7	4.2	670	-5.6%	2.9%	9.7%	4.0	-12.7	-0.4%
CCCCn1c(CCCNC(=O)CC)nc2ccccc21	1	8.8%	i	2.1	-19.6	580	4.0%	-0.2%	2.8%	-7.6	1.1	-1.5%

New compounds follow.
SMILES	TNAP activators	PMI inhibition	Myeloid diff MLP	Myeloid diff MLP GFP+ MAC1+ %	Lipid droplet	Lipid droplet cells 6.5 µM	human PMI inhibition	UTI89 phage lysis	P. falciparum M1AAP	WT yeast gro inh	WT yeast gro inh mutant strain	ER stress rescue
Cc1cc(NC(=O)c2cccc(S(=O)(=O)N3CCCCCC3)c2)n(-c2ccccn2)n1	1	16.2%	i	0.2	·	·	19.4%	0.6%	-1.0%	2.4	-8.7	-1.2%
CCc1nc2ccccc2c(C(=O)O)c1C	1	-10.8%	i	0.7	-5.8	803	-6.5%	1.4%	-1.2%	6.8	-59.5	-2.7%
CC(C)[C@H](NC(=O)NCCc1ccccc1)C(=O)O	1	-0.1%	i	0.8	-4.8	681	2.9%	1.0%	5.7%	-15.0	-7.1	0.2%
COc1ccc(NC(=O)Cc2nc3ccccc3[nH]2)cc1	1.1	5.6%	i	0.5	·	·	3.8%	0.2%	-0.6%	3.9	-0.4	0.0%
COc1ccc(CC(=O)NNC(=O)c2cccs2)cc1	1.2	-0.3%	i	0.1	-1.4	647	10.6%	0.2%	4.0%	-24.7	16.4	-2.1%
Cc1ccc(S(=O)(=O)N(CC(=O)N/N=C/c2cccc(Cl)c2)c2cccc3cccnc23)cc1	1.1	2.6%	i	1.1	-11.4	731	1.5%	0.0%	5.9%	-3.2	4.7	4.7%
COc1ccc([C@H]2C=C(C(=O)O)O[C@@H](OCCCCO)C2)cc1	·	·	i	1.9	-8.8	673	·	-0.7%	6.0%	·	·	·
CCCCNc1ccc(C(CC(N)=O)NC(=O)Cc2ccc(Br)cc2)cc1[N+](=O)[O-] (stereo unspecified)	·	·	i	1.6	15.6	664	·	10.8%	10.1%	·	·	·
CN(C)c1ncc(S(=O)(=O)c2ccc(Cl)cc2)c(-c2ccccc2)n1	1.1	4.7%	i	0.8	·	·	9.2%	-0.2%	7.9%	4.7	-0.5	-0.6%
COc1cc(/C=C(/C#N)c2ccccc2F)ccc1OCc1ccccc1	1.1	11.7%	i	0.6	-84.4	655	16.9%	2.4%	7.4%	8.2	-14.7	3.2%
Cc1ccc(-c2ccc(=O)n(CC(=O)NCc3ccc(F)cc3)n2)cc1	1	-19.1%	i	0.1	-0.3	688	-14.0%	0.1%[50 µM]	2.6%	7.1	-3.2	1.3%
CCOC(=O)C1=C(CNCCc2ccc(Cl)cc2)NC(=O)NC1c1cccc([N+](=O)[O-])c1 (stereo unspecified)	1	4.1%	i	0.6	-19.5	656	4.3%	0.0%	3.2%	29.0	-14.4	-0.9%
Cc1cc(NC(=O)c2cc(-c3ccncc3)nc3c(C)cccc23)no1	1	3.0%	?	·	1.1	656	6.7%	-0.2%	-5.0%	31.0	6.2	-2.5%
Cc1ccc(NC(=S)N2CCC(N(C)CC3CCCO3)CC2)cc1C (stereo unspecified)	1.1	8.0%	i	0.0	-3.1	769	5.4%	0.0%	-11.2%	-2.3	-11.4	-0.4%
CCOC(=O)c1nn(-c2ccccc2)c2nnc(Cc3ccc(C)cc3)c(=O)n12	1.1	2.5%	i	1.0	-11.2	735	-1.5%	1.0%[50 µM]	-4.5%	19.0	-0.9	-0.4%
C#CCOCCOCCOCCNc1nc(N2CCN(C(=O)[C@H](CCCCN)n3cc([C@@H](N)C(C)CC)nn3)CC2)nc(N2CCN(C(=O)[C@H](Cc3ccc(O)cc3)n3cc([C@@H](N)CC(C)C)nn3)CC2)n1 (stereo partly specified)	1.1	-1.7%	i	0.8	-2.1	665	6.6%	0.9%	9.6%	1.6	1.0	-2.2%
COc1ccccc1CCNC(=O)C1CCCO1 (stereo unspecified)	1.1	4.0%	i	10.4	1.5	702	6.0%	2.3%	-0.3%	-7.2	-8.7	-0.5%
CC(C)(C)c1ccc(OCC(=O)N/N=C/c2ccc(N3CCOCC3)cc2)cc1	1.1	15.9%	i	1.4	24.9	663	10.4%	3.9%	2.2%	55.2	45.3	0.2%
NC(=O)C1(N2CCCCC2)CCN(C(=O)c2cccs2)CC1	1.1	3.5%	+	16.0*	·	·	-1.6%	2.1%	-0.2%	-0.9	-5.6	0.2%
CCSc1nc(-c2ccc(OC)cc2)ccc1C#N	1.1	13.1%	i	0.4	-15.8	620	15.3%	1.4%	8.8%	-24.8	8.5	-2.3%
Cc1sc2nc(C3CC3)nc(SCC(=O)N3CC(=O)Nc4ccccc43)c2c1C	1.1	16.3%	i	0.1	·	·	20.3%	3.2%	2.5%	37.0	5.9	-0.5%
CC1CCN(C(=O)N[C@@H](Cc2ccccc2)C(=O)O)CC1	1.1	-1.5%	i	0.8	·	·	-4.2%	-0.1%	1.8%	6.3	-11.6	0.1%
COC(=O)c1ccc(CO/N=C2\CCCc3nonc32)cc1	1.1	15.7%	i	0.1	4.9	704	8.7%	0.0%	2.7%	0.4	13.3	-0.2%
C/C(=N\NC(=O)c1ccn(C)n1)c1cccc(NC(=O)c2ccncc2)c1	1.1	-3.6%	i	1.8	10.4	716	-0.4%	1.1%[50 µM]	-3.6%	0.6	-11.6	-3.1%
